Source: PubChem BioAssay (NCI)
NCI-60 one-dose screen, 48 h, at 10 µM unless noted. Numbers give growth in % (100 = growth as untreated, 0 = no growth, -100 = all killed).
MCF7 = MCF7 breast cancer; hit rate 6.3% among 82,000
RPMI-8226 = RPMI-8226 leukemia cells; hit rate 7.5% among 77,000; AID 1794781
MDA-MB-468 = MDA-MB-468 breast cancer. hit rate 8.5% among 78,000
MOLT-4 = MOLT-4 leukemia cells; hit rate 6.9% among 80,000; AID 1794779
MDA-MB-231 = MDA-MB-231 breast cancer; hit rate 5% among 81,000; AID 1794789
MDA-MB-435 = MDA-MB-435 melanoma | hit rate 7.8% among 82,000 | AID 1794794
K-562 = K-562 leukemia | hit rate 7.4% among 78,000 | AID 1794777
SR = SR leukemia cells; hit rate 8.7% among 73,000; AID 1794780
The depositor's hits bear a star; . = not tested or not shown; & = joins results of further samples. Rule for the calls: active = growth percent below 10; inactive = the rest. Rows are unselected; 15% or so of the library scored in one or more.

| # | Compound | MCF7 | RPMI-8226 | MDA-MB-468 | MOLT-4 |
| --- | --- | --- | --- | --- | --- |
| 1 | CC(C)C/C=C/C=C/C(=O)N[C@@H](CC(N)=O)C(=O)N[C@@H]1C(=O)N[C@H](c2ccc(O)cc2)C(=O)N[C@H](CCCN)C(=O)N[C@H]([C@@H](C)O)C(=O)N[C@H](c2ccc(O)cc2)C(=O)N[C@H](c2ccc(O)cc2)C(=O)N[C@H]([C@H](C)O)C(=O)N[C@H](Cc2ccccc2)C(=O)N[C@H](CCCN)C(=O)N[C@H](c2ccc(O[C@H]3O[C@@H](CO)[C@@H](O)[C@@H](O)[C@H]3O[C@@H]3O[C@H](CO)[C@H](O)[C@H](O)[C@@H]3O)cc2)C(=O)N[C@H]([C@H](C)O)C(=O)N[C@H](c2ccc(O)cc2)C(=O)NCC(=O)N[C@H](CC(C)C)C(=O)N[C@H](C)C(=O)N[C@H](c2ccc(O)c(Cl)c2)C(=O)O[C@@H]1C(N)=O | 55 | 109 | 67 | 39 |
| 2 | O=C1NC(=O)/C(=C\c2cn(-c3ccccc3)nc2-c2ccc(F)cc2)S1 | 71 | 41 | 75 | 93 |
| 3 | CC12CC[C@@H]3[C@]4(C)COC(c5cn(-c6ccccc6)nc5-c5ccccc5)O[C@@H]4CC[C@@]3(C)[C@@H]1CC(C1=CCOC1=O)O2 (stereo partly drawn) | 64 | 34 | 37 | 48 |
| 4 | COc1ccc(OC)c(C(=O)c2coc3ccc(OC)cc23)c1 | 95 | 95 | 78 | 87 |
| 5 | CCCCCCCCCCCCCCCCNC(=S)NN | 93 | 87 | 101 | 88 |
| 6 | CC[C@H](CC[C@@H](C)[C@H]1CC[C@H]2[C@@H]3CC=C4C[C@@H](O)CC[C@]4(C)[C@H]3CC[C@]12C)C(C)C | 90&107 | 114 | 92&99 | 103&108 |
| 7 | CC(=O)OCCCc1ccccc1 | 90 | 104 | 102 | 90 |
| 8 | Cc1ccc(C(=O)n2cc(-c3ccccc3)c(-c3ccccc3)c2)cc1 | 82 | 68 | 89 | 56 |
| 9 | COc1ccc(Nc2nnc(-c3ccc(F)cc3)o2)cc1 | 89 | 109 | 86 | 109 |
| 10 | O=S(=O)(NCCNc1nccc(-c2c(-c3cccc(F)c3)nc3occn23)n1)c1cccc(F)c1 | 33 | 51 | 56 | 58 |
| 11 | COC(=O)c1nc(-c2ccc(C)cc2)oc1S(=O)(=O)c1ccc(Cl)cc1 | 90 | 81 | 101 | -21* |
| 12 | CCCCNC(=O)c1ccccc1C(=O)NC1(C(=O)NCCCC)CCCC1 | 102&102 | 100 | 125&104 | 89&99 |

| # | MDA-MB-231 | MDA-MB-435 | K-562 | SR |
| --- | --- | --- | --- | --- |
| 1 | -4.6* | 57 | 31 | 33 |
| 2 | 76 | 91 | 84 | 105 |
| 3 | . | 82 | 34 | 21 |
| 4 | 94 | 60 | 78 | . |
| 5 | 95 | 101 | 91 | 74 |
| 6 | 98&115 | 99&97 | 106&106 | . |
| 7 | 117 | 103 | 91 | 94 |
| 8 | 104 | 99 | 72 | 43 |
| 9 | 92 | 95 | 122 | 89 |
| 10 | 77 | 45 | 43 | 40 |
| 11 | 87 | 107 | 9.4* | -16* |
| 12 | 108&103 | 109&98 | 101 | 89&104 |

Single records (already shown).
Profile of Cc1ccc(C(=O)n2cc(-c3ccccc3)c(-c3ccccc3)c2)cc1 = MCF7: 82; RPMI-8226: 68; MDA-MB-468: 89; MOLT-4: 56; MDA-MB-231: 104; MDA-MB-435: 99; K-562: 72; SR: 43
Profile of COc1ccc(Nc2nnc(-c3ccc(F)cc3)o2)cc1 = MCF7: 89; RPMI-8226: 109; MDA-MB-468: 86; MOLT-4: 109; MDA-MB-231: 92; MDA-MB-435: 95; K-562: 122; SR: 89
Profile of O=S(=O)(NCCNc1nccc(-c2c(-c3cccc(F)c3)nc3occn23)n1)c1cccc(F)c1 = MCF7: 33; RPMI-8226: 51; MDA-MB-468: 56; MOLT-4: 58; MDA-MB-231: 77; MDA-MB-435: 45; K-562: 43; SR: 40

Further entries.
| # | Compound | MCF7 | RPMI-8226 | MDA-MB-468 | MOLT-4 |
| --- | --- | --- | --- | --- | --- |
| 13 | COc1cc2cc(/C=C3\SC(=Nc4ccc(S(N)(=O)=O)cc4)NC3=O)c(Cl)nc2c(OC)c1OC | 63 | 103 | 69 | 80 |
| 14 | CCN(CC)c1ccc2c(c1)Oc1nc(N)c(C#N)c(N)c1C2Sc1ccc(C)cc1 (stereo not drawn) | -71* | -23* | -88* | -14* |
| 15 | CCCCN[C@H]1CC[C@@]2(C)[C@@H](CC[C@@]3(C)[C@H]2[C@H](O)C[C@H]2/C(=C(\CCC=C(C)C)C(=O)OC)[C@@H](OC(C)=O)C[C@@]23C)[C@@H]1C | 91 | 96 | 89 | 11 |
| 16 | C#CCOc1ccc(C(Nc2cc(C)cc(C)c2)c2nnnn2C2CCCCC2)cc1 (stereo not drawn) | 74 | 77 | 85 | 73 |
| 17 | CCCCCCC/C=C/[C@H]1O[C@]2(O)C(=O)C=C3C[C@@H](O[C@@H]4O[C@H](CO)[C@@H](O)C(O)[C@@H]4O)C[C@@H]3[C@H]2C=C1C (stereo partly drawn) | 8.7* | -24* | -3.0* | -6.7* |
| 18 | CC(=O)OCc1ncccc1OC(C)=O | 99 | 94 | 104 | 105 |
| 19 | CCOC(=O)C(CC)C(C)=O (stereo not drawn) | 103 | 98 | 100 | 96 |
| 20 | CC(=O)C(C(C)=O)C(=S)NC(=O)c1ccc(-n2c(=O)[nH]c3ccccc3c2=O)cc1 | 97 | 92 | 106 | 93 |
| 21 | CCCCCC(Oc1ccc(Cl)cc1Cl)C(=O)OCC (stereo not drawn) | 103 | . | 108 | . |
| 22 | N#Cc1c(NCc2ccc(N3CCOCC3)cc2)oc(-c2ccccc2)c1-c1ccccc1 | 73 | 76 | 85 | 59 |
| 23 | CCOC(=O)c1cc(C(=O)OCC)n2ncc3ccccc3c12 | 95 | 98 | 92 | 93 |
| 24 | COc1cc2c(=O)n(C3CCCCC3)c3c4cc[nH]c4ncc3c2cc1OC | 51 | 66 | . | 54 |

| # | MDA-MB-231 | MDA-MB-435 | K-562 | SR |
| --- | --- | --- | --- | --- |
| 13 | 74 | 87 | 77 | 20 |
| 14 | -87* | -95* | 0.3* | -22* |
| 15 | 114 | 98 | 31 | 75 |
| 16 | 74 | 101 | 89 | 85 |
| 17 | -8.6* | -20* | -5.1* | -26* |
| 18 | 96 | 117 | 86 | 98 |
| 19 | 102 | 100 | 103 | 69 |
| 20 | 93 | 105 | 84 | 90 |
| 21 | 102 | 99 | . | . |
| 22 | 87 | 97 | 41 | 27 |
| 23 | 92 | 98 | 107 | 110 |
| 24 | 62 | 92 | 46 | 24 |

Entries by screen from the list:
Compounds 20–23 in MDA-MB-435, in turn: 105, 99, 97, 98
Compounds 20–23 in RPMI-8226, in turn: 92, ., 76, 98
Compounds 20–23 in MDA-MB-231, in turn: 93, 102, 87, 92

(next part)
| # | Compound | MCF7 | RPMI-8226 | MDA-MB-468 | MOLT-4 |
| --- | --- | --- | --- | --- | --- |
| 25 | CCOC(=O)C1CCC(=O)N1Cc1c[nH]c2ccccc12 (stereo not drawn) | 103 | 102 | 109 | 91 |
| 26 | O=C(/C=C/c1ccccc1)n1nc(-c2ccccc2)nc1-c1ccccc1 | 99 | 97 | 102 | 92 |
| 27 | O=C(COc1cccc(/C=C2\Cc3ccc(Cl)cc3C2=O)c1)Nc1nc2ccccc2s1 | 81 | 78 | 112 | 84 |
| 28 | COc1ccc(C2=NNC(=O)C2(C)Br)cc1 (stereo not drawn) | 88 | 97 | 112 | 101 |
| 29 | COc1ccc(C2CC(c3cnccn3)=NN2c2ccccc2)cc1OC (stereo not drawn) | 95 | 82 | 98 | 85 |
| 30 | Nc1nc(SCC2(CCl)COC2)c2ncn(CC3(CCl)COC3)c2n1 | 95 | 98 | 114 | 91 |
| 31 | COc1ccccc1N=Cc1ccccc1 | 104 | 98 | 111 | 89 |
| 32 | Cc1ccc(N)cc1S(=O)(=O)Nc1ccccc1 | 112 | 115 | 113 | 104 |
| 33 | C/C(=C(/c1ccc(Cl)cc1)c1ccc(OCCN)cc1)c1ccc(O)cc1 | 96 | 97 | 96 | 104 |
| 34 | O=C1c2ccccc2-c2ccc(NC(=O)C(F)(F)F)cc21 | 46 | 106 | 97 | 101 |
| 35 | O=C1CCC(C(=O)NNc2ccccc2)O1 (stereo not drawn) | 97 | 104 | 97 | 101 |
| 36 | N#Cc1ccc(C(=O)C[n+]2ccc3ccccc3c2)cc1 | 89 | 97 | 91 | 98 |

| # | MDA-MB-231 | MDA-MB-435 | K-562 | SR |
| --- | --- | --- | --- | --- |
| 25 | 110 | 111 | 90 | . |
| 26 | 107 | 102 | 90 | 93 |
| 27 | 80 | 108 | 85 | 77 |
| 28 | 103 | 119 | 96 | 99 |
| 29 | 108 | 103 | 107 | 89 |
| 30 | 108 | 111 | 93 | 89 |
| 31 | 110 | 105 | 97 | 88 |
| 32 | 100 | 103 | 105 | 103 |
| 33 | 95 | 98 | 90 | 92 |
| 34 | 94 | 108 | 104 | 99 |
| 35 | 105 | 98 | 62 | 111 |
| 36 | 93 | 98 | 112 | 125 |

Additional results
| # | Compound | MCF7 | RPMI-8226 | MDA-MB-468 | MOLT-4 |
| --- | --- | --- | --- | --- | --- |
| 37 | CC1=CCC(OC(=O)C(C)(O)CCC(O)([C+](C)OC2(C)C=CC(O)(C(C)C)CC2)C(C)C)(C(C)C)CC1 (stereo not drawn) | 97 | 102 | 112 | 101 |
| 38 | N#CC1CCCCCC1 | . | 93 | 103 | 103 |
| 39 | CC(=O)C1C=CC(C)(C(=O)O)C2C=C(C)C(=O)C(C)(O)C12 (stereo not drawn) | 105 | 106 | 95 | 104 |
| 40 | COc1ccc([C@@H]2COc3cc(O)ccc3C2)c(O)c1 | 108 | 94 | 99 | 62 |
| 41 | CC(=O)c1c(C)[nH]c2c1c(-c1ccccc1)nc1ccccc12 | 74 | 88 | 84 | 106 |
| 42 | S=C1SCCCS1 | 103 | 106 | 116 | 125 |
| 43 | Nc1nc(Nc2ccccc2)nn1Cc1cccc(C(F)(F)F)c1 | 85 | 76 | 95 | 63 |
| 44 | N#Cc1c(-c2cccs2)cc(-c2cnccn2)nc1SCC(=O)NNC(=S)Nc1ccccc1 | 81 | 100 | 108 | 95 |
| 45 | COC(=O)[C@H](CC(C)C)NC(=O)C1(C)CCC[C@]2(C)[C@H]3C[C@H]4C(C(C)C)=C[C@]3(CC[C@@H]12)[C@@H]1C(=O)CCC(=O)[C@@H]14 (stereo partly drawn) | 96 | 108 | 89 | 101 |
| 46 | Cc1ccc2sc3c(c2c1)Oc1ncnc(N)c1C3c1ccc(Cl)cc1 (stereo not drawn) | 49 | 76 | 65 | 61 |
| 47 | CC(=O)O[C@@H]1CC[C@]2(C)C3=C(CC[C@H]2[C@@]1(C)CO)[C@@]1(C)CC[C@@H]([C@H](CCC=C(C)C)C(=O)O)[C@]1(C)CC3 | 88 | 83 | 104 | 62 |
| 48 | O=C1C=CC(=O)c2c(O)c(CO)c(CO)c(O)c21 | 97 | 18 | . | 87 |

| # | MDA-MB-231 | MDA-MB-435 | K-562 | SR |
| --- | --- | --- | --- | --- |
| 37 | 105 | 105 | 60 | 83 |
| 38 | 113 | 94 | 104 | 101 |
| 39 | 104 | . | . | 99 |
| 40 | 88 | 96 | 91 | 84 |
| 41 | 84 | 89 | 93 | 72 |
| 42 | 94 | 100 | 125 | . |
| 43 | 93 | 96 | 83 | . |
| 44 | 96 | 103 | 89 | 112 |
| 45 | 95 | 101 | 103 | 120 |
| 46 | 89 | 81 | 69 | 73 |
| 47 | 107 | 98 | 68 | 79 |
| 48 | 90 | 83 | 92 | 83 |

Quoted at random: three entries already listed, in no set order.
| # | Compound | MCF7 | RPMI-8226 | MDA-MB-468 | MOLT-4 |
| --- | --- | --- | --- | --- | --- |
| 41 | CC(=O)c1c(C)[nH]c2c1c(-c1ccccc1)nc1ccccc12 | 74 | 88 | 84 | 106 |
| 39 | CC(=O)C1C=CC(C)(C(=O)O)C2C=C(C)C(=O)C(C)(O)C12 (stereo not drawn) | 105 | 106 | 95 | 104 |
| 46 | Cc1ccc2sc3c(c2c1)Oc1ncnc(N)c1C3c1ccc(Cl)cc1 (stereo not drawn) | 49 | 76 | 65 | 61 |

| # | MDA-MB-231 | MDA-MB-435 | K-562 | SR |
| --- | --- | --- | --- | --- |
| 41 | 84 | 89 | 93 | 72 |
| 39 | 104 | . | . | 99 |
| 46 | 89 | 81 | 69 | 73 |

(cont.)
| # | Compound | MCF7 | RPMI-8226 | MDA-MB-468 | MOLT-4 |
| --- | --- | --- | --- | --- | --- |
| 49 | O=C(CCCSCCCC(=O)N/N=C/C=C/c1ccccc1)N/N=C/C=C\c1ccccc1 | 72 | 73 | 95 | 97 |
| 50 | CC1=C(C(=O)OCC2CCN(C(=O)OC(C)(C)C)CC2)[C@@H](c2cccc(C#N)c2)C2=C(CC(C)(C)CC2=O)N1 | 31 | 32 | 52 | 12 |
| 51 | CCN(CC)c1nc(Cl)nc2c1ncn2CCCNc1ccnc2cc(Cl)ccc12 | 83 | 87 | 69 | 81 |
| 52 | O=C1c2ccccc2C(=O)c2c(Nc3cccc(S(=O)(=O)N(CCO)CCO)c3)ccc(O)c21 | 62 | 90 | 49 | 97 |
| 53 | COc1c(N2CC3CCCNC3C2)c(F)cc2c(=O)c(C(=O)N/N=C/c3cc[nH]c3)cn(C3CC3)c12 (stereo not drawn) | 90 | 86 | 103 | 91 |

| # | MDA-MB-231 | MDA-MB-435 | K-562 | SR |
| --- | --- | --- | --- | --- |
| 49 | 87 | . | 97 | 93 |
| 50 | 61 | 41 | 25 | . |
| 51 | 80 | 92 | 71 | 77 |
| 52 | 65 | 116 | 98 | . |
| 53 | 101 | 102 | 87 | 99 |
